High-throughput results: PubChem BioAssay, several laboratories
HePTP inh = human HePTP phosphatase inhibition. P35236. recombinant HePTP phosphatase activity, OD absorbance. inhibition, % at 20 µM. 0.64% of 110,000 active; in the data active = inhibition above about 50%;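 note: plate controls were vehicle for no effect and reference inhibitor for full effect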
Target sequence (P35236 whole entry, looked up): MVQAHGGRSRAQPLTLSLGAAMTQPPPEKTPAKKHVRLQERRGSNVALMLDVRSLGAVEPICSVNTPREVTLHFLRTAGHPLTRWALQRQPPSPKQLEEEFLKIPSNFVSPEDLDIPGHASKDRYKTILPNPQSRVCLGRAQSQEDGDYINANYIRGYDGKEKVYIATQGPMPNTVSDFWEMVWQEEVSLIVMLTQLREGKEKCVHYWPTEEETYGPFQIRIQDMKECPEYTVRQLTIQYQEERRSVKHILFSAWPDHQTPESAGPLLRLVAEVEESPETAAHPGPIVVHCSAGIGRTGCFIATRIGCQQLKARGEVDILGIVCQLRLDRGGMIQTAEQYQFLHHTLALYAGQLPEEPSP
BAP1 inh = human BAP1 deubiquitinase inhibition. Q92560. recombinant BAP1, Ub-AMC hydrolysis fluorescence kinetic; active compounds read low. activity remaining (% of control), % at 20 µM. 0.48% of 72,000 active. AID 436;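 active = activity remaining at or below 50% of control, provided the compound also passes the data quality filters; inactive = the rest, including low values that fail the filters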;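 note: 100% = DMSO wells rate and 0% = substrate alone blank rate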
Target sequence (Q92560 whole entry, looked up): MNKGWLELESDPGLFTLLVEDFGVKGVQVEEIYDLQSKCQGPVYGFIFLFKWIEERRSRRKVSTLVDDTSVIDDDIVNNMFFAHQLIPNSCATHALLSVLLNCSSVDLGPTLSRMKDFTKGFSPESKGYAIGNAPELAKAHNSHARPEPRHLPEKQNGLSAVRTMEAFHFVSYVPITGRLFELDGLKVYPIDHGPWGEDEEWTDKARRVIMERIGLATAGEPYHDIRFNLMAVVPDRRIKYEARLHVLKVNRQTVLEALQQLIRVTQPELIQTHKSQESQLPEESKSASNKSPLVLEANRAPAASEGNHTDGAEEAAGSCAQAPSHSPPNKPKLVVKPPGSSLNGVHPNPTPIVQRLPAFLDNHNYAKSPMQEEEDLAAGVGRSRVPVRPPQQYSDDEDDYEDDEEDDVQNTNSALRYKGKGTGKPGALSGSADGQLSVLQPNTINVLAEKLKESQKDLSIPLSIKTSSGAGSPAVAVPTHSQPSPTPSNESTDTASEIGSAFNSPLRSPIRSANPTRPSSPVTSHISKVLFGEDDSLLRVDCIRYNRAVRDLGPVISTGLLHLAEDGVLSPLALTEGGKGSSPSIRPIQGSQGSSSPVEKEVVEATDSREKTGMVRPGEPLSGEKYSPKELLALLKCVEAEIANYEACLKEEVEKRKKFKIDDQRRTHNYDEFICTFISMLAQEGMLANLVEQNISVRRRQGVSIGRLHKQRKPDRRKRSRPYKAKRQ
* marks the source's active call; other numbers are inactive results; i = inactive; nt = no result given; & = joins results of further samples.

| canonical_smiles | HePTP inh | BAP1 inh |
| --- | --- | --- |
| COc1ccc(C(=O)N2CCN(c3nnnn3-c3ccccc3)CC2)cc1OC | 4 | 110 |
| COc1ccc(Nc2cc(C)nc(N3CCOCC3)n2)cc1 | 10 | 99 |
| O=C(c1cc2n(n1)C(C(F)(F)F)CC(c1ccc(Br)cc1)N2)N1CCCC1 (stereo not drawn) | -3 | nt |
| O=C1C2C3CCC(O3)C2C(=O)N1c1ccccc1 (stereo not drawn) | 7 | nt |
| CCOC(=O)Cc1csc(NC(=O)c2ccc(S(=O)(=O)N3CCCC3)cc2)n1 | 2 | 100 |
| O=C(COC(=O)c1cc(=O)[nH]c2ccccc12)NC(=O)NC1CCCCC1 | 12 | 79 |
| Cc1nc2ccc(S(=O)(=O)N(C)CC(=O)N3CCc4ccccc4C3)cc2s1 | 4 | 93 |
| CC(=O)c1cc(C#N)c(SCC(=O)C(C)(C)C)nc1C | 9 | 78 |
| Cc1ccc(C(=O)Nc2nncs2)cc1S(=O)(=O)N1CCOCC1 | 0 | 109 |
| CCCCCCc1ccc(C(=O)Nc2cccc(C)c2)cc1 | nt | 71 |
| COC(=O)C1=NNC2C(=O)N(c3cccc(C)c3)C(=O)C12 (stereo not drawn) | -7 | nt |
| Cc1ccc2c(CSc3nnc(C4CC4)n3N)cc(=O)oc2c1C | -2 | 73 |
| Cc1ccc(-n2c(C)cc(C(=O)OCC(=O)N(C)C3CCS(=O)(=O)C3)c2C)cc1 (stereo not drawn) | 2 | nt |
| Cc1onc(-c2ccccc2)c1C(N)=O | 9 | 103 |
| Cc1ccc(C(C)C)c(OCCOc2ccc(/C=N/n3cnnc3)cc2)c1 | 2 | nt |
| Cc1ccc(S(=O)(=O)N2CCOCC(=O)NCCOCCNC(=O)COCC2)cc1 | 10 | 105 |
| Cc1ccc(OCCNC(=O)C(=O)NCc2ccco2)cc1 | nt | 58 |
| O=C(COc1ccc(S(=O)(=O)N2CCc3ccccc32)cc1Cl)NCc1ccccn1 | 1 | 98 |
| O=C(NCCN1C(=O)C2C3C=CC(C3)C2C1=O)Nc1ccccc1O (stereo not drawn) | 2 | 97 |
| CCOc1c(C)cc2[nH]c(CCC(=O)O)nc2c1C | 6 | 72 |
| C=CCn1nnc2sc3c(c2c1=O)CCC(C)C3 (stereo not drawn) | -1 | 100 |
| CCCOc1ccc(/C=C/C(=O)c2cccs2)cc1OCC | -14 | nt |
| O=C(Oc1ccc(Cl)c2cccnc12)N1CCCCC1 | 2 | 93 |
| COc1ccc(N2C(=O)C3C4c5ccccc5C(c5ccccc54)C3C2=O)cc1 (stereo not drawn) | nt | 123 |
| CC(C)C(c1nnnn1Cc1ccc(F)cc1)N1CCN(Cc2ccc3c(c2)OCO3)CC1 (stereo not drawn) | -7 | 74 |
| O=C(NCc1ccco1)c1ccccc1NC(=O)C1CC(=O)N(c2ccc(Cl)cc2)C1 (stereo not drawn) | 5 | 52 |
| CN1C(=O)/C(=C\c2ccsc2)SC1=S | -1 | nt |
| CC(=O)N1CCN(c2ccc(NCc3ccc(C)s3)cc2)CC1 | -8 | 93 |
| O=C(OCCO)c1cc(Cl)c(C(=O)OCCO)cc1Cl | 8 | 93 |
| COc1ccc(CNC(=O)C(OC(C)=O)c2ccccn2)cc1 (stereo not drawn) | 0 | 96 |
| COc1ccc(-n2nnc3c(=O)n(C/C=C/c4ccccc4)cnc32)cc1 | -2 | 91 |
| Clc1cccc(Cl)c1SCCc1ccccn1 | -10 | nt |
| CN1CCN(S(=O)(=O)c2ccc(NC(=O)C3CCCO3)cc2)CC1 (stereo not drawn) | 9 | 73 |
| O=C(CCN1CCCCC1)Nc1ccc(Br)cc1 | -2 | 134 |
| Cc1nnc(C)c2c(C)n(Cc3ccc4c(c3)OCO4)c(C)c12 | -6 | 88 |
| CC(C)=CC(=O)N1CCCc2ccccc21 | 12 | 83 |
| Cc1ccc(CNC(=O)C(=O)Nc2ccccc2Br)cc1 | 7 | nt |
| Cc1nn(-c2ccccc2)cc1/C=N/O | 10 | 102 |
| O=C(c1ccccc1)N1CCN(c2ccc([N+](=O)[O-])cc2Cl)CC1 | 0 | nt |
| C=C(C)c1cccc(C(C)(C)NC(=O)N2CCN(c3ncccn3)CC2)c1 | nt | 104 |
| CCN1CCN(C(=O)Cn2ncc3c2-c2ccccc2OC3)CC1 | -16 | 97 |
| CC1=C(C(=O)OCCc2ccccc2)C(c2ccc3c(c2)OCO3)NC(=O)N1 (stereo not drawn) | nt | 101 |
| CN(C)CCC(=O)c1ccc(Cl)cc1 | -1 | 97 |
| O=C1NC(=S)N/C1=C/c1cc(Br)c(O)c(I)c1 | 1 | nt |
| Cn1c(C(=O)N2CCCC(C(=O)NCCN3CCOCC3)C2)cc2sccc21 (stereo not drawn) | 6 | 101 |
| CCOC(=O)C1=C(C)NC2=C(C(=O)CC(C)(C)C2)C1c1coc2ccc(C)cc2c1=O (stereo not drawn) | nt | 58 |
| O=C(O)c1ccc(CS(=O)(=O)c2ccc(Br)cc2)cc1 | 7 | nt |
| Cc1ccc(-c2cc(C(=O)N/N=C/c3ccco3)[nH]n2)cc1 | 6 | nt |

Full records, looked up by structure. Order of values: HePTP inh | BAP1 inh
CC1=C(C(=O)OCCc2ccccc2)C(c2ccc3c(c2)OCO3)NC(=O)N1 (stereo not drawn) as listed: nt | 101
Cn1c(C(=O)N2CCCC(C(=O)NCCN3CCOCC3)C2)cc2sccc21 (stereo not drawn) as listed: 6 | 101
O=C(O)c1ccc(CS(=O)(=O)c2ccc(Br)cc2)cc1 as listed: 7 | nt
CCOC(=O)C1=C(C)NC2=C(C(=O)CC(C)(C)C2)C1c1coc2ccc(C)cc2c1=O (stereo not drawn) as listed: nt | 58
Cc1ccc(-c2cc(C(=O)N/N=C/c3ccco3)[nH]n2)cc1 as listed: 6 | nt

More records follow:
| canonical_smiles | HePTP inh | BAP1 inh |
| --- | --- | --- |
| CCOc1ccc(NC(=O)c2ccccc2C(=O)O)cc1 | nt | 108 |
| CC(C)N=CC1=C(O)CC(c2ccccc2)CC1=O (stereo not drawn) | -2 | nt |
| Cc1nnc(NC2CCCCC2)[nH]c1=O | 7 | 67 |
| O=C(Cn1c(C(=O)N2CCc3ccccc3C2)cc2sccc21)c1ccccc1 | 8 | 53 |
| Cc1cc(CNC(=O)c2cc(Br)ccc2Cl)nn1C | 4 | 103 |
| N/C(=N\OC(=O)Cc1ccccc1)c1ccccc1 | -13 | nt |
| O=C1c2cccnc2C(Nc2ccc(S(=O)(=O)N3CCCCCC3)cc2)N1Cc1ccccc1 (stereo not drawn) | 5 | 124 |
| N#CC1=C(N)Oc2c(oc(CO)cc2=O)C1c1ccsc1 (stereo not drawn) | 10 | 105 |
| O=C(CN(c1ccccc1)S(=O)(=O)c1ccccc1[N+](=O)[O-])N1CCCC1 | 6 | nt |
| Cc1cc(NCCN2CCOCC2)n2nc(C)c(-c3ccc(Cl)cc3)c2n1 | 11 | 57 |
| O=C1NC(=Nc2cccc(O)c2)CS1 | -7 | nt |
| O=C(CSc1ccccc1C(=O)O)Nc1ccccc1 | -4 | nt |
| Oc1c(C(Nc2nccs2)c2cccnc2)ccc2cccnc12 (stereo not drawn) | nt | 126 |
| O=C(c1cn(-c2ccccc2)nc1-c1ccc(Cl)s1)N1CCOCC1 | 1 | 143 |
| COc1cc(NC(=O)c2ccc3c(c2)C(=O)N(CC2CCCO2)C3=O)c(C(=O)O)cc1OC (stereo not drawn) | 5 | nt |
| COc1ccc(-n2c(=O)cc(N3CCN(Cc4ccccc4)CC3)[nH]c2=O)cc1 | 10 | 97 |
| COc1ccccc1NC(=O)COc1ccc(C)cc1 | 6 | nt |
| COC(C(=O)N/N=C/c1ccc2c3c(cccc13)CC2)c1ccccc1 (stereo not drawn) | 4 | nt |
| CSc1nc(C)c(C(C)=O)cc1C#N | 13 | nt |
| COc1ccc(N2C(=O)CCC(C(=O)N3CCCCC3)C2c2ccc(OC)c(OC)c2)cc1 (stereo not drawn) | -6 | 99 |
| Cc1nnc(NC(=O)c2ccc(S(=O)(=O)N3CCCCCC3)cc2)o1 | 8 | 126 |
| O=C(Nc1ccc2c(c1)OCCO2)C1CCCN(S(=O)(=O)c2cccs2)C1 (stereo not drawn) | 6 | 96 |
| CC(C)CN1C(=O)c2ccc(C(=O)Nc3c[nH]c(=O)[nH]c3=O)cc2C1=O | -5 | nt |
| CCOc1nc(OCC)nc(-n2cc(-c3ccccc3)nn2)n1 | 3 | 93 |
| Nc1nc(N)c2nc(CNc3ccc(C(=O)NC(CCC(=O)O)C(=O)O)cc3)cnc2n1 (stereo not drawn) | nt | 201 |
| O=C1CN(C(=O)c2ccccc2F)c2ccccc2N1 | 1 | 79 |
| COc1ccc(C)cc1NC(=O)COc1ccc(Br)cc1C | -3 | nt |
| COC(=O)c1c(NC(=O)CSc2nnc(-c3cccnc3)n2Cc2ccco2)sc(C)c1C | 3 | 83 |
| O=C(Cn1cnc2ccccc2c1=O)Nc1ccc2c(c1)CCC2 | 5 | 86 |
| Cc1ccccc1C(=O)Nc1ccc(-c2cnc(-c3ccc(NC(=O)c4ccccc4C)cc3)nc2)cc1 | -6 | nt |
| c1ccc(Nc2nc(-c3ccccn3)cs2)cc1 | 7 | nt |
| CCCn1[nH]cc(SC)c(=O)c1=O | 11 | 129 |
| O=C(c1cc2c(s1)-c1ccccc1OC2)N1CCN(c2ccccn2)CC1 | 0 | 93 |
| Cc1cc2cc(CN(Cc3ccc4c(c3)OCO4)C(=O)c3cnccn3)c3nnnn3c2cc1C | 12 | nt |
| O=C(CCS(=O)(=O)c1cccc2nonc12)NCCc1ccccc1 | 0 | nt |
| O=C(Nc1sc2c(c1C(=O)NC1CCCCC1)CCC2)c1ccco1 | -3 | i |
| O=C(Nc1cccc(-c2cn3ccccc3n2)c1)c1cccnc1 | 2 | nt |
| Cc1csc(NC(=O)c2nc(-c3ccccc3)n(-c3ccccc3)n2)n1 | 8 | 92 |
| Cc1csc(NC(=O)C2CCCCC2C(=O)O)n1 (stereo not drawn) | 11&1 | 120 |
| CCn1c(=O)c2cc(C(=O)NCc3cccs3)sc2c2ccccc21 | 2 | nt |
| COc1ccc(CCNC(=O)CN(c2ccccc2OC)S(C)(=O)=O)cc1OC | -10 | 95 |
| O/N=C(\Cc1cscn1)c1ccc(O)cc1O | 5 | 109 |
| O=[N+]([O-])c1ccccc1Nc1ccccc1 | nt | 65 |
| CC1CCN(c2cc(N3CCN(C(=O)c4ccccc4F)CC3)c([N+](=O)[O-])cc2F)CC1 | 8 | nt |
| NC(=O)c1cn(-c2ccccc2)nc1-c1cccnc1 | 6 | 94 |
| Cc1cc2nn(-c3ccccc3)nc2cc1NC(=O)c1ccc(-c2ccc([N+](=O)[O-])cc2)o1 | nt | 139 |
| O=C1NC2CCCCC2NC1CC(=O)N1CCN(c2ccccc2)CC1 (stereo not drawn) | 4 | 73 |
| COC(=O)c1[nH]c(C)c(/C(O)=C2\C(=O)C(=O)N(CCN(C)C)C2c2ccc(OC)cc2)c1C (stereo not drawn) | 6 | 68 |

In the list so far, 8 have an NH in an aromatic ring.
| canonical_smiles | HePTP inh | BAP1 inh |
| --- | --- | --- |
| O=C(COC(=O)c1cc(=O)[nH]c2ccccc12)NC(=O)NC1CCCCC1 | 12 | 79 |
| CCOc1c(C)cc2[nH]c(CCC(=O)O)nc2c1C | 6 | 72 |
| Cc1ccc(-c2cc(C(=O)N/N=C/c3ccco3)[nH]n2)cc1 | 6 | nt |
| Cc1nnc(NC2CCCCC2)[nH]c1=O | 7 | 67 |
| COc1ccc(-n2c(=O)cc(N3CCN(Cc4ccccc4)CC3)[nH]c2=O)cc1 | 10 | 97 |
| CC(C)CN1C(=O)c2ccc(C(=O)Nc3c[nH]c(=O)[nH]c3=O)cc2C1=O | -5 | nt |
| CCCn1[nH]cc(SC)c(=O)c1=O | 11 | 129 |
| COC(=O)c1[nH]c(C)c(/C(O)=C2\C(=O)C(=O)N(CCN(C)C)C2c2ccc(OC)cc2)c1C (stereo not drawn) | 6 | 68 |

Carrying on:
| canonical_smiles | HePTP inh | BAP1 inh |
| --- | --- | --- |
| CCOc1ccc(N=C2C(=O)N(CN3CCOCC3)c3ccccc32)cc1 | 2 | 189 |
| Cc1cc(OCC(=O)Nc2ccc(Cc3ccncc3)cc2)ccc1Cl | 12 | nt |
| CCOc1ccc(CNCc2ccccc2OC)cc1 | -10 | nt |
| CC(C(=O)Nc1ccccc1F)N1C(=O)c2ccccc2C1=O (stereo not drawn) | 6 | 106 |
| Cc1cccc2cc(CN(Cc3nnnn3C3CCCC3)C3CCCCC3)c(=O)[nH]c12 | -2 | 115 |
| COc1cc(S(=O)(=O)NCC2CCCO2)c(OC)cc1Cl (stereo not drawn) | -6 | 79 |
| O=C(NCCN1CCOCC1)c1cccs1 | -4 | 91 |
| CCOC(=O)N1CCC(N2C(=O)c3ccccc3C2Nc2ccc3c(C)cc(=O)oc3c2)CC1 (stereo not drawn) | 13 | nt |
| COc1cc2ccccc2cc1C(=O)Nc1cccc2ccccc12 | -4 | nt |
| CNC(=O)c1nnc(Cc2ccc(F)cc2)o1 | 8 | 93 |
| CCOC(=O)c1sc(NC(=O)CSc2ncn[nH]2)c(C#N)c1C | 7 | nt |
| CCCn1cc(S(=O)(=O)CC(=O)Nc2ccc(OCC)cc2)c2ccccc21 | 8 | nt |
| CCOc1cc(/C=C2/SC(=S)N(c3ccccc3)C2=O)ccc1OC(=O)c1ccco1 | -7 | nt |
| CC(=O)NCCc1cc2cc(C)c(C)cc2[nH]c1=O | 5 | 80 |
| O=C(O)CCCCCN1C(=O)C(=O)/C(=C(/O)c2ccccc2)C1c1ccccc1[N+](=O)[O-] (stereo not drawn) | -1 | nt |
| C=CCn1c(SCC(=O)N2CCOCC2)nc2sc(C)c(C)c2c1=O | -1 | nt |
| CCc1ccc(S(=O)(=O)c2n[nH]n3c2nc(=O)c2ccccc23)cc1 | nt | 107 |
| O=[N+]([O-])c1ccc(N/C(=N/S(=O)(=O)c2ccc(Cl)cc2)c2ccccc2)cc1 | 6 | nt |
| N#Cc1nc(-c2ccco2)oc1N1CCCC1 | 0 | nt |
